hIAP activ = human IAP activation; P09923; purified human IAP, CDP-Star luminescence, 30 min; stronger effect = higher value; 1 = vehicle-only enzyme, 0 = enzyme-free background; activation factor at 10 µM; 330,000 tested, 0.16% active; AID 2524;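 active = activation factor of the enzyme at least 2-fold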; also: the source names both 10 and 20 µM as test concentration; values of inactives mirror those of a sister screen read the other way
SENP6 block = inhibitors of human SENP6 protease; AID 2599; Q9GZR1; inhibition, % at 10 µM; Recombinant SENP6 catalytic domain, aminoluciferin luminescence; 330,000 tested, 1.8% active;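 active = inhibition above about 50% at the single tested dose, limit read from the data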;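 also: plate controls were DMSO wells with enzyme for no effect and DMSO wells lacking enzyme for full effect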
ATG4B inhibitor = inhibitors of human ATG4B cysteine protease. 340,000 tested, 0.51% active. Q9Y4P1. ATG4B cleavage of LC3-PLA2, NBD-HPC fluorescence, 1 h. AID 504462. inhibition, % at 8.33 µM; in the data active = inhibition above about 40%
Target sequence (Q9Y4P1 whole entry, looked up): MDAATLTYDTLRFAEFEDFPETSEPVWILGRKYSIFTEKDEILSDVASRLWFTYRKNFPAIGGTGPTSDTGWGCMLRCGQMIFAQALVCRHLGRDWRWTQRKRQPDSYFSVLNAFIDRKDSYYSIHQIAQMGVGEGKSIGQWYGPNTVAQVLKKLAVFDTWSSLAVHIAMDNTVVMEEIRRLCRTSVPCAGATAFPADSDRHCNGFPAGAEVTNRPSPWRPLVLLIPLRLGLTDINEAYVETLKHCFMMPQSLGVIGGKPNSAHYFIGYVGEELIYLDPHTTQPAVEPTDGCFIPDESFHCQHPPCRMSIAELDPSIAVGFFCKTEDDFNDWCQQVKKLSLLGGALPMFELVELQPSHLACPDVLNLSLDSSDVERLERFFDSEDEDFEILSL
NR3A LBD binder = modulators (binders) of human NR3A ligand-binding domain; NR3A LBD differential scanning fluorimetry, Tm shift; 0% = protein alone, 100% = glycine-bound protein; Tm shift relative to glycine control, % at 25 µM; 340,000 tested, 2.5% active; AID 1259313;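 active = melting temperature shift of at least 10% of the positive control shift, at one fixed dose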
PfG6PD inh = PfG6PD (Plasmodium falciparum) enzyme inhibition. PfGluPho enzyme, NADPH resazurin-diaphorase fluorescence. inhibition, % at 20 µM. 350,000 tested, 0.78% active. AID 504690;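 active = inhibition reaching at least a set limit at 20 µM in the primary screen, cut at about 59% in these data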;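 also: 0% = DMSO wells with substrate and 100% = DMSO wells lacking glucose-6-phosphate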
SENP8 block = blocks human SENP8 cleavage of Nedd8 substrate; inhibition, % at 20 µM; recombinant SENP8, Nedd8 substrate fluorescence; Q96LD8; AID 602440; 360,000 tested, 0.64% active; in the data active = inhibition mostly above about 40%, no sharp cut-off; inactive = mostly below about 27%
Target sequence (Q96LD8 whole entry, looked up): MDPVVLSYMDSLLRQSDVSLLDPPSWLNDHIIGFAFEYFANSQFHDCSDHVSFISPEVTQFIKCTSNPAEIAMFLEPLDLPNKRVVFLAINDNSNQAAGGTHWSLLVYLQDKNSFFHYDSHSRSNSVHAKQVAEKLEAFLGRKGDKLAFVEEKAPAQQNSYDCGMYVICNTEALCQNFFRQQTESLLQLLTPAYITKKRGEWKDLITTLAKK
MPTP block = permeability transition pore inhibition | inhibition, % at 10 µM | isolated mouse mitochondria, Ca2+ swelling absorbance, 30 min | AID 602449 | 360,000 tested, 1.4% active;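 active = inhibition of 50% or more, scaled per plate between neutral and stimulator controls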;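 also: 0% = DMSO wells given calcium and 100% = 1 mM EGTA wells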
SENP1 inh = inhibitors of human SENP1 SUMO protease catalytic domain; Q9P0U3; recombinant SENP1 catalytic domain, CyPet-SUMO1-YPet FRET cleavage; inhibition, % at 10 µM; 360,000 tested, 0.21% active; AID 624204;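 active = inhibition at least 30% at 10 µM, raw YFP signal under a set limit, fluorescence ratio 0.5 to 1.5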;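 also: 0% = enzyme with DMSO and 100% = no enzyme wells; some results filed as inactive read as strong as hits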
Target sequence (Q9P0U3 419-644 limits assumed): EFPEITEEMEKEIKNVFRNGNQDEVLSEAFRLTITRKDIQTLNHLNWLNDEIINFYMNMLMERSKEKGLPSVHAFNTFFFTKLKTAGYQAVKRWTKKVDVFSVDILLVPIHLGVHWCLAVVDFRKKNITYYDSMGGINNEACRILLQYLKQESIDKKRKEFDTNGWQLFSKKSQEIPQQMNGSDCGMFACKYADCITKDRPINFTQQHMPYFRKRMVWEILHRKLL
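Compound: 10 µM single point, 0.5% DMSO; Test system: hSENP1 catalytic domain, recombinant; Timing: 50 min reaction at room temperature; Technique: FRET, CFP and YFP emission; Control set: no-enzyme wells low, DMSO-plus-enzyme wells high control.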
* hit, by the source's call; · = not tested or not shown.

SMILES	hIAP activ	SENP6 block	ATG4B inhibitor	NR3A LBD binder	PfG6PD inh	SENP8 block	MPTP block	SENP1 inh
Cn1ncc(Cl)c1C(=O)N/N=C/c1cc2c(cc1[N+](=O)[O-])OCO2	0.88	-8	1	0	2	-8	-0.1	2
CCCc1nn(C)c2c(=O)[nH]c(-c3ccccc3OCC)nc12	0.97	-10	-7	7	-9	14	-0.3	2
Brc1ccc(-c2nnc3sc(CNCc4ccc5c(c4)OCO5)cn23)cc1	0.75	-4	-10	-1	-11	12	-0.7	0
O=C(c1ccccc1)N1CCSc2sccc2C1=O	·	·	-3	0	-5	-5	0.4	1
CC(C)(C)c1ccc(S(=O)(=O)N2CCCC2C(=O)NC2=NCCS2)cc1 (configuration not stated)	0.84	-2	-6	0	-22	18	-0.4	2
COc1ccc(NCc2nnc(SCC#N)n2-c2ccccc2OC)cc1	1.1	-14	-20	1	6	36	0.8	1
COc1ccc(NC(=O)N(C)C[C@H]2Oc3ccc(NC(=O)C4CCCCC4)cc3C(=O)N([C@H](C)CO)C[C@@H]2C)cc1	0.96	-11	-13	4	3	1	-0.6	0
O=C(COc1ccc(Br)cc1)N(Cc1nnc(-c2ccccc2Cl)o1)C1CC1	·	·	·	·	21	7	0.3	-1
CC(C)(C)c1ccc(-n2ncc3c2CCCC3NC(=O)c2csnn2)cc1 (configuration not stated)	1.1	-11	7	0	-1	-4	2.6	-1
CCN1C[C@@H]2[C@@H]3C(=O)N(C)C(=O)[C@@H]3[C@](Cc3ccccc3)(C1=O)N2C(=O)c1ccccc1	·	·	-3	-3	-2	0	-1.6	2
COC(=O)c1c(NC(=O)C2CC=CCC2C(=O)O)sc2c1CCCCC2 (configuration not stated)	1.2	6	4	-2	-18	-50	-1.7	-5
CCOC(=O)c1c(C)[nH]c(C(=O)CSc2nnc(-c3cccs3)n2Cc2ccccc2)c1C	1	4	-2	2	-7	-16	2.3	-3
Cc1ccc2sc(NC(=O)c3ccc(N4C(=O)CCC4=O)cc3)nc2c1C	1.1	-1	-7	1	-4	-190	-0.1	0
COc1ccc(C2CC(c3ccccc3)=NN2C(=O)c2ccc(Cl)c([N+](=O)[O-])c2)cc1 (configuration not stated)	0.93	-5	-3	-1	27	16	1.4	0
COc1ccccc1C(=O)COC(=O)Cc1ccccc1F	1	1	8	4	8	8	-1.0	2
COC(=O)CC/C(O)=C1\C(=O)CC(C)(C)CC1=NCCc1nc2ccccc2[nH]1	0.9	-7	-9	-1	14	10	-0.4	1
CCCCN(c1ccccc1)S(=O)(=O)c1ccc2c(c1)CCN2C(=O)CCC(=O)O	1.3	-22	5	-1	-40	5	0.2	-2
O=[N+]([O-])c1ccc(CN2CCN(c3ccccc3)CC2)o1	0.94	2	4	-1	-2	12	1.1	1
CCc1ccccc1NC(=O)CN(C)C(=O)CSc1nnc(Nc2cccc(C)c2C)s1	0.98	-8	9	-3	-7	4	0.3	0
CCOC(=O)CN(C(=O)COc1nc(-c2ccccc2)cc(C)c1C#N)c1ccc(F)cc1	0.83	-4	-11	-1	0	-446	4.2	0
N=c1n(N)c2ccccc2n1CC(=O)c1ccc(Br)cc1	0.97	5	6	-3	2	18	0.3	4
CN(CC(=O)Nc1ccccc1Cl)C(=O)COC(=O)c1ccc(S(=O)(=O)C(F)F)cc1	1	5	-9	-1	4	8	-3.1	2
COc1ccccc1/C=C/C(=O)Nc1cccnc1	0.79	23	-6	-5	-2	-16	-0.1	1
Cc1cccc(NC(=O)C(C)OC(=O)c2ccccc2NS(=O)(=O)c2cc(C)c(C)c([N+](=O)[O-])c2)c1 (configuration not stated)	0.93	12	-11	-13	-23	19	93*	0
Cn1c(N)c(C(=O)CSc2nnc3n2CCCCC3)c(=O)n(C)c1=O	1	2	-2	2	9	14	-0.5	2
(listing goes on)
SMILES	hIAP activ	SENP6 block	ATG4B inhibitor	NR3A LBD binder	PfG6PD inh	SENP8 block	MPTP block	SENP1 inh
C=CCNC(=S)Nc1cccc([N+](=O)[O-])c1	0.85	-4	1	1	9	19	1.3	3
COc1ccc(NC(=O)C2CCCN(C(=O)Nc3ccc(F)cc3)C2)cc1 (configuration not stated)	0.96	-5	-5	0	5	12	-2.2	2
O=C(Cc1cccs1)Nc1cccc(-c2nnc(-c3ccco3)o2)c1	1	20	4	-3	4	-62	-1.4	-1
CCN(CC)S(=O)(=O)N1CCC(C(=O)NCc2ccc3c(c2)OCO3)CC1	1.6	-9	-1	0	-3	6	0.7	1
Cc1ccc(C(=O)c2c(NC(=O)c3ccncc3)sc3c2CCCC3)cc1	0.84	-20	6	-1	-24	30	9.7	4
CCOc1ccc(NC(=O)c2cc3ccccc3cc2O)cc1	1	45	7	5	-17	-26	3.9	-28
CN(CC(=O)NCc1ccccn1)S(=O)(=O)c1ccc(F)cc1	0.9	7	4	-1	-12	7	5.3	-1
Cc1cc(C)n(C(=O)C(C)N2C(=O)c3ccccc3C2=O)n1 (configuration not stated)	0.8	-6	-3	0	-6	7	-1.1	0
NC(=O)c1nnsc1-c1ccc(-c2snnc2C(N)=O)cc1	1.1	-18	-1	1	-3	8	-0.2	1
CC(=O)Nc1cccc(NC(=O)c2cc(-c3cccnc3)nc3ccc(Cl)cc23)c1	0.94	-11	-18	1	14	26	0.1	2
COc1ccc(/C(O)=C2\C(=O)C(=O)N(c3cc(C)on3)C2c2ccccc2OC)cc1 (configuration not stated)	1	-9	-4	1	-18	-51	-2.6	0
CC(C)(C)c1ccc(C(=O)N/C(=C\c2cccs2)C(=O)N2CCOCC2)cc1	0.93	-28	10	-3	-16	-8	1.0	1
CCN(CC)S(=O)(=O)c1ccc(N=Cc2c(C)c(C#N)c(=O)n(C)c2O)cc1	0.98	-8	-6	3	6	-37	1.0	-2
COC(=O)C(=Nc1ccccc1)/C(C(=O)C(=O)N(C)c1ccccc1)=C(\O)c1ccccc1	1.1	-11	-2	1	-3	9	3.8	-20
COCCn1nnnc1C(C(C)C)N(Cc1ccccc1)Cc1cc2cc(OC)ccc2[nH]c1=O (configuration not stated)	·	·	-22	-4	15	-497	-1.8	-33
Cc1ccc(S(=O)(=O)n2cnc3cc([N+](=O)[O-])ccc32)c(C)c1C	0.92	8	2	-1	4	18	-1.4	3
CC(C)CC(O)(CC(C)C)C(=O)NNc1ccccc1	0.96	0	-11	1	0	7	-1.9	2
Cc1ccc(-c2noc(CN(C(=O)c3ccc4c(c3)OCO4)C(C)C)n2)cc1	1	7	-7	1	-7	8	-2.2	2
N#Cc1c(N2CCCC2)ccc(Br)c1Cl	0.86	-16	5	1	0	2	-0.7	0
Cc1ccc(S(=O)(=O)N(C)C)cc1NC(=O)CN1C(=O)NC2(CCc3ccccc32)C1=O (configuration not stated)	·	·	·	·	-12	-17	-0.1	-9
CC1CCc2c(sc(NC(=O)Cn3cnc([N+](=O)[O-])n3)c2C(N)=O)C1 (configuration not stated)	0.99	14	-11	-3	7	10	0.7	1
O=C(Nc1ccccc1C(=O)OCc1nnc(-c2ccccc2)o1)c1ccco1	0.9	-1	-22	-1	-2	-88	0.5	-2
CCCOC(=O)c1cc(=O)[nH]c2ccccc12	1.1	-9	-4	-3	-24	-198	-1.2	-1
CCCCn1c(N)c(N(C)C(=O)c2cc3c(s2)CCCCC3)c(=O)[nH]c1=O	1	3	3	-3	-6	-56	-2.0	-12
NCCCCCc1nnc(SCC(N)=O)o1	0.98	-11	5	0	5	17	-1.7	1
Further compounds follow.
SMILES	hIAP activ	SENP6 block	ATG4B inhibitor	NR3A LBD binder	PfG6PD inh	SENP8 block	MPTP block	SENP1 inh
O=C(NCc1ccc(F)cc1)c1cnc2n(c1=O)CCS2	0.9	1	-4	1	2	3	-0.5	1
Cc1ccc(NC(=O)COC(=O)Cc2c[nH]c3ccccc23)cc1F	1.1	0	-3	14*	7	8	0.2	0
COc1ccc(CN(C)S(=O)(=O)c2nnc(NC(=O)c3ccccc3)s2)cc1OC	0.97	12	2	-3	48	-119	1.4	-13
CCN(C(=O)c1cccc(S(=O)(=O)N2CCCCC2)c1)C1CCS(=O)(=O)C1 (configuration not stated)	1	9	-5	-3	14	1	-0.8	2
COc1ccc(C2=NOC(C(=O)N3CCCc4ccccc43)C2)cc1 (configuration not stated)	1.1	-4	17	0	0	6	-0.8	2
O=C(NCc1ccc2c(c1)OCO2)c1cc(=O)[nH]c2ccccc12	1	-27	-9	-4	6	-51	1.1	-2
CN(C)/C=C/C(=O)c1cc(N2CCOCC2)ccc1[N+](=O)[O-]	0.89	16	-4	-1	-2	6	0.1	3
O=C(CNC(=O)c1ccc(S(=O)(=O)N2CCCCC2)cc1)N/N=C/c1ccco1	1	-1	-5	0	-8	9	1.0	1
CC(C)[C@H](NC(=O)N1CCn2c1nc1ccccc12)C(=O)NCc1ccco1	0.87	-2	-10	1	13	8	-2.1	-1
Brc1ccccc1CN1CCC(N2CCCCC2)CC1	1.1	-6	-3	0	0	14	0.0	-8
CCC(C)(C)C1CCC2(CC1)NC(=O)N(CC(=O)Nc1nc(-c3ccc(C)cc3)cs1)C2=O (configuration not stated)	0.89	2	-15	0	9	4	-1.2	-6
O=c1oc(-c2ccc(Cl)cc2[N+](=O)[O-])nc2ccccc12	·	·	·	·	-7	12	-0.7	2
Cc1nc2ccc(NC(=O)Cc3cccs3)cc2s1	1	8	-5	-4	33	19	0.7	-2
CCCCC(CCC(=O)NNC(=O)Cc1ccccc1)C(=O)O (configuration not stated)	1	-23	0	-2	-18	10	-0.3	1

Among those listed so far, these have an aryl methoxy group:
SMILES	hIAP activ	SENP6 block	ATG4B inhibitor	NR3A LBD binder	PfG6PD inh	SENP8 block	MPTP block	SENP1 inh
COc1ccc(NCc2nnc(SCC#N)n2-c2ccccc2OC)cc1	1.1	-14	-20	1	6	36	0.8	1
COc1ccc(NC(=O)N(C)C[C@H]2Oc3ccc(NC(=O)C4CCCCC4)cc3C(=O)N([C@H](C)CO)C[C@@H]2C)cc1	0.96	-11	-13	4	3	1	-0.6	0
COc1ccc(C2CC(c3ccccc3)=NN2C(=O)c2ccc(Cl)c([N+](=O)[O-])c2)cc1 (configuration not stated)	0.93	-5	-3	-1	27	16	1.4	0
COc1ccccc1C(=O)COC(=O)Cc1ccccc1F	1	1	8	4	8	8	-1.0	2
COc1ccccc1/C=C/C(=O)Nc1cccnc1	0.79	23	-6	-5	-2	-16	-0.1	1
COc1ccc(NC(=O)C2CCCN(C(=O)Nc3ccc(F)cc3)C2)cc1 (configuration not stated)	0.96	-5	-5	0	5	12	-2.2	2
COc1ccc(/C(O)=C2\C(=O)C(=O)N(c3cc(C)on3)C2c2ccccc2OC)cc1 (configuration not stated)	1	-9	-4	1	-18	-51	-2.6	0
COCCn1nnnc1C(C(C)C)N(Cc1ccccc1)Cc1cc2cc(OC)ccc2[nH]c1=O (configuration not stated)	·	·	-22	-4	15	-497	-1.8	-33
COc1ccc(CN(C)S(=O)(=O)c2nnc(NC(=O)c3ccccc3)s2)cc1OC	0.97	12	2	-3	48	-119	1.4	-13
COc1ccc(C2=NOC(C(=O)N3CCCc4ccccc43)C2)cc1 (configuration not stated)	1.1	-4	17	0	0	6	-0.8	2

Screening data deposited in PubChem by Sanford-Burnham Center for Chemical Genomics.
